Bioassay records (PubChem BioAssay)
USP2a inh: inhibitors of human ubiquitin-specific protease USP2a; Potency, µM (top dose mostly 38.3 µM), for the others: at the top dose activity change, negative = inhibition, usual class: inhibitors; actives 0.01% (n = 330,000); USP2 core, Ub-CHOP2 coupled fluorogenic reporter, 485/531; O75604;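 further: potency means the concentration at half of the fitted maximal effect; plate controls were DMSO wells for no effect and full inhibition by NEM control for full effect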
Target sequence (O75604 whole entry, looked up): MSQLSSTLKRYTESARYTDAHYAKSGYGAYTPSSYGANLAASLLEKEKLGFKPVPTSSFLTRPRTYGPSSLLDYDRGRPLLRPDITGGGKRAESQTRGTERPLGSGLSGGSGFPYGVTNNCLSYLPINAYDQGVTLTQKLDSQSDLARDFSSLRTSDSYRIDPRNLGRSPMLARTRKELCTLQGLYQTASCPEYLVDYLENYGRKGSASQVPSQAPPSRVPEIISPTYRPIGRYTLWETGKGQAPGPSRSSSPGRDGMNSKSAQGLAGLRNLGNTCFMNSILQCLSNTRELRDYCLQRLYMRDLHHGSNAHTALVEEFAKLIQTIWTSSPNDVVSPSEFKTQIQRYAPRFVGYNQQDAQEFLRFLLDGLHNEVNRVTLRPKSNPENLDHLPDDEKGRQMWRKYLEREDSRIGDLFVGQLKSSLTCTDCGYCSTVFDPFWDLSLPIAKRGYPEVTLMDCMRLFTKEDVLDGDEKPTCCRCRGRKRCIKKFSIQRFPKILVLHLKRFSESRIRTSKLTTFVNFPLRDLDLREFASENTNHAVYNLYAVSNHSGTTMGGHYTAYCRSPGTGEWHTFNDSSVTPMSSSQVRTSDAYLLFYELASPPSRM
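Cell-free coupled assay: 10nM USP2 core preincubated 30min RT with compound in Tris-HCl pH 8.0/CaCl2/CHAPS buffer, then 25nM Ub-CHOP2 and 25nM reporter substrate; fluorescence (Ex 485/Em 531) read after 60min RT, normalized to NEM inhibition, concentration-response curves fitted.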
uPA generation: blocks generation of uPA at the cell surface; cell surface uPA generation assay, qHTS; Potency, µM (doses to about 38.3 µM), inactives show at the top dose activity change, negative = inhibition, actives largely listed as inhibitors; actives 0.31% (n = 330,000); AID 540303; active means well fitted inhibition curve with a large enough effect; inconclusive means small, poorly fitted or top-dose-only effect; inactive means no such curve, though single readings can be large or run the other way; tested in mouse RAW 264.7 cells; further: potency means the concentration at half of the fitted maximal effect; on the % scale 0 is the no-effect control and ±100 the full control effect; nearly all actives have a fitted effect of over 55% in size
PTAP TSG101 blk: blocks PTAP/TSG101 interaction to inhibit HIV-1 budding; Q99816; Fluorescence polarization, FITC-PTAP peptide / Tsg101 binding; Potency, µM (doses to about 115 µM), for the others: at the top dose activity change, negative = inhibition, actives largely listed as inhibitors; 340,000 tested, under 10 active; AID 493005; active means well fitted inhibition curve with a large enough effect in the main read-out, with a control signal flat, not every such curve was filed as active; inconclusive means small, poorly fitted or top-dose-only effect, or effect the other way, or a change in a side signal; inactive means no such curve, though single readings can be large or run the other way; further: potency means the concentration at half of the fitted maximal effect; % of control where 0% means no effect
Target sequence (Q99816 whole entry, looked up): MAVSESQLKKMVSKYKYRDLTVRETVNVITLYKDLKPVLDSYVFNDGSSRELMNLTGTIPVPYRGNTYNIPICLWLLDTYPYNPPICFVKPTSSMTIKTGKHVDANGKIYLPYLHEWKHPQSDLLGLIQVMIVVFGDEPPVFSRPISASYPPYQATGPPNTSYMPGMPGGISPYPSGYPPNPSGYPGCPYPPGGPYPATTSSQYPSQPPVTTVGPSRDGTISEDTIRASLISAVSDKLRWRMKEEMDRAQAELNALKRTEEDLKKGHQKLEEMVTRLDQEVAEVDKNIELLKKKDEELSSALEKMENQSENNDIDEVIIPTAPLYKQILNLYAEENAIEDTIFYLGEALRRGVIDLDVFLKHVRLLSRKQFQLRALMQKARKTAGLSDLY
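Fluorescence anisotropy tracks displacement of a FITC-tagged PTAP peptide (50 nM) from the Tsg101 binding domain (10 uM), following a 20 min room-temperature incubation at pH 7.5.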
p53 reactivation: restores transcriptional activity of mutant p53 | H1299 p53-A138V BP100-luciferase reporter, luminescence, 24 h | Potency, µM (titrated, usually from 92.2 µM), without a hit: at the top dose activity change, positive = activation, usual class: activators | actives 0.063% (n = 320,000); further: potency means the concentration at half of the fitted maximal effect; % of control where 0% means no effect; nearly all actives have a fitted effect of over 45% in size
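p53-null H1299 cells stably carrying temperature-sensitive p53-A138V and a BP100-luciferase reporter were pinned with compounds (4-point, 1:5 series) and held 24 hrs at 37 deg C. Luminescence was read 10 min after detection reagent.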
TRPV1 ag: agonists of human vanilloid receptor 1 (TRPV1); activation, % at 8.33 µM; AID 540275; TRPV1-expressing cells, Fluo-8 calcium influx, agonist mode; Q8NER1; actives 0.19% (n = 320,000); in the data active means activation above about 80%; inconclusive means between about 30% and that limit; further: 0% is about no effect
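Cells expressing TRPV1 were dye-loaded with Fluo-8 and read kinetically: 10 s baseline, 3 min after compound (agonist portion), then 2 min after EC20 capsaicin (allosteric enhancer portion). Calcium-bound dye fluorescence at 480/520 nm.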
B2AR arrestin: recruits beta-arrestin to the human beta2-adrenergic receptor. P07550. beta-arrestin recruitment to beta2AR, cell-based reporter. Potency, µM (series often up to 46.1 µM), inactives show at the highest dose activation, usual class: activators. actives 0.02% (n = 330,000);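 further: potency means the concentration at half of the fitted maximal effect; 0% = DMSO controls and full agonism = EC100 isoproterenol or metaproterenol; nearly all actives have a fitted effect of over 65% in size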
ELG1 genotox: induces genotoxicity in HEK293T cells with luciferase-tagged ELG1. actives 1.3% (n = 330,000). Potency, µM (titrated, usually from 46 µM), without a hit: at the top dose activity change, positive = activation, actives largely listed as activators. HEK293T ELG1-luciferase reporter, luminescence, 16 h. AID 504466; further: potency means the concentration at half of the fitted maximal effect; % of control where 0% means no effect; nearly all actives have a fitted effect of over 60% in size
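Step 1: seed 2,000 HEK293T ELG1-luciferase cells per well. Step 2: add compound or DMSO, incubate 16 hr at 37 °C. Step 3: ONE-Glo, 30 min at room temperature, read luminescence.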
BRCA1 expr up: BRCA1 expression activation | MCF7-BRCA1-FFLuc reporter, luminescence, 48 h; response scale: scaled: vehicle 0%, 10 µM genistein 100% | Potency, µM (titrated, usually from 46.1 µM), for the others: top-dose activation, hits mostly activators | actives 1.1% (n = 380,000) | AID 624202; further: potency means the concentration at half of the fitted maximal effect; nearly all actives have a fitted effect of over 80% in size; some results filed as inactive show a strong effect at the top dose
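48 h compound treatment of MCF7-BRCA1-FFLuc cells (phenol-red free MEM, 37 °C), then 15 min with luciferase substrate and luminescence imaging.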
a7 integrin act: activators of alpha7 integrin expression for muscular dystrophy; Potency, µM (top dose mostly 38.3 µM), for inactives: at the top dose activation, hits mostly activators; alpha7betagal myoblasts, beta-gal FDG fluorescence, 48 h; actives 0.064% (n = 350,000);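 further: potency means the concentration at half of the fitted maximal effect; 100% = response of the positive control SU9516; nearly all actives have a fitted effect of over 60% in size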
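Alpha7betagal+/- myoblasts (passage 13) were plated 16-24 hr, then exposed to compounds (1:260 dilution of DMSO stock) for 48 hours at 37C. After MPER lysis, β-galactosidase reporter activity was read as FDG fluorescence (ex 480/em 540) after 30 minutes.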
Eya2 phos inh: inhibitors of human Eya2 phosphatase activity; recombinant Eya2, OMFP fluorescence dephosphorylation (OMFP is methylfluorescein phosphate); Potency, µM (series often up to 76.9 µM), inactives show at the top dose activity, negative = inhibition, actives largely listed as inhibitors; AID 488837; O00167; actives 0.006% (n = 330,000); further: potency means the concentration at half of the fitted maximal effect; on the % scale 0 is the no-effect control and ±100 the full control effect
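Eya2 protein (added as 0.2 uM solution) was preincubated with compound for 10 min at ambient temperature in 50 mM HEPES pH 7.5, 50 mM NaCl, 5 uM MgCl2, 0.05% BSA, 1 mM DTT. OMFP (added at 50 uM) then reacted 10 min; fluorescence read at 485/525 nm.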
ASM inhibitor: human S-ASM enzyme inhibition | actives 0.006% (n = 340,000) | P17405 | AID 504937 | Potency, µM (series often up to 57.5 µM), inactives show at the highest dose activity change, negative = inhibition, actives largely listed as inhibitors | placental ASM, HMU-PC fluorogenic substrate, 60 min; further: potency means the concentration at half of the fitted maximal effect
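qHTS format. ASM enzyme prepared from human placenta hydrolyses the fluorogenic substrate HMU-PC0 (9 uM final) over 60 min at 37 °C after a 10 min compound preincubation.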
An asterisk follows results filed as active; i = inactive; ? = inconclusive; / = no result given; [ ] = another dose, or the depositor's remark. Unless noted, the call rests on the fitted dose curve; in most records, active means well fitted curve in the direction sought with a large enough effect; inconclusive means small, poorly fitted or top-dose-only effect, or another doubt; inactive means no such curve, though single readings can be large; an effect the other way counts as inactive or inconclusive.

SMILES	USP2a inh	uPA generation	PTAP TSG101 blk	p53 reactivation	TRPV1 ag	B2AR arrestin	ELG1 genotox	BRCA1 expr up	a7 integrin act	Eya2 phos inh	ASM inhibitor
O=C(NCC1CCCO1)C1CCCCN1S(=O)(=O)c1ccc(F)cc1 (configuration not stated)	1.1%	2.4%	-5.4%	-3.4%	-2.6	-0.2%	-0.9%	-1.9%	?	-13.6%	-1.3%
Cc1ccc(C2=NS(=O)(=O)N(C)C(C(=O)NCc3ccccc3)=C2)cc1	-0.9%	7.5%	-0.2%	5.1%	?	0.5%	-6.8%	-7.4%	7.3%	-9.7%	-4.5%
O=C(NCc1cccnc1)c1cc(S(=O)(=O)N2CCCC2)c(Cl)cc1Cl	1.1%	-5.1%	-1.9%	-5.0%	-0.6	-0.1%	-0.1%	-18.5%	18.1%	-25.5%	6.7%
COc1ccc(C(CNC(=O)Cc2ccccc2F)N2CCCCC2)cc1 (configuration not stated)	-0.1%	/	-0.2%	6.2%	-3.2	-0.1%	-3.5%	17.6%	0.0%	10.1%	1.6%
O=C(N1CCOCC1)N1CCN(c2ccccc2)CC1	4.5%	2.1%	0.0%	-5.6%	?	-0.2%	3.6%	9.4%	-10.0%	-1.4%	2.1%
CC(=O)c1cccc(CN2CCC(n3nccc3NC(=O)CCOc3ccccc3)CC2)c1	2.2%	-1.0%	-1.4%	-8.0%	3.3	5.4%	-5.0%	0.0%	15.9%	-5.5%	0.0%
Fc1ccc(-c2csc(-c3ccccn3)n2)cc1F	2.6%	5.5%	-5.5%	21.4%	22.4	0.6%	?	-8.6%	-16.9%	-6.7%	1.3%
C#CCN(CC=C)C(=O)c1ccc2nc(C3CCCCC3)oc2c1	4.0%	-1.8%	-2.2%	/	18.1	-0.2%	-0.1%	70.6%	7.5%	-2.6%	0.4%
CCC(=O)N1CCc2cc(S(=O)(=O)NC(Cc3ccccc3)C(=O)NC3CCCCC3C)ccc21 (configuration not stated)	-2.7%	9.6%	-13.5%	4.4%	-1.0	-0.2%	-7.3%	-32.2%	-10.7%	-4.7%	-0.3%
COc1ccc(C2c3ccc4ccccc4c3Oc3ncn(CCN4CCOCC4)c(=N)c32)cc1OC (configuration not stated)	5.5%	-9.1%	-5.1%	-5.8%	2.9	-0.1%	1.7%	-20.4%	-51.5%[inhibitor]	?	-10.9%
COc1ccc(OC)c(NC(=O)CN(c2ccc(C)cc2)S(=O)(=O)c2c(C)noc2C)c1	-1.8%	5.8%	-3.9%	-13.3%	2.0	0.0%	-4.3%	-21.5%	8.2%	1.2%	-9.4%
CCc1c(C(=O)NCc2ccc3c(c2)OCO3)[nH]c(C)c1C(C)=O	1.3%	-8.1%	-6.8%	-1.1%	1.8	-0.4%	-0.3%	-3.8%[1.84 µM]	27.3%	-12.6%	1.5%
COCCn1c(SCC(=O)Nc2cccc(NC(C)=O)c2)nc2c([nH]c3ccccc32)c1=O	0.4%	3.5%	-0.7%	0.0%	1.1	0.3%	0.2%	-23.9%	13.7%	4.7%	0.9%
O=C(CCNC(=O)c1ccccc1Cl)NCCCSc1ccccc1	1.3%	-3.1%	-5.1%	6.0%	0.1	-0.3%	0.0%	1.9%	-23.5%	-14.6%	1.2%
O=S(=O)(Nc1ccccc1N1CCCCC1)c1ccc(Cl)s1	-10.0%	11.9%	1.6%	3.1%	14.9	0.0%	-7.0%	-10.3%	-54.8%[inhibitor]	7.0%	-7.2%
COc1ccc(-c2nn(-c3ccccc3)cc2C(=O)NC2CCCCC2C)cc1 (configuration not stated)	-1.8%	6.5%	-5.1%	3.7%	?	0.2%	6.6%	-18.8%	-29.6%	-8.4%	-3.9%
C/C(=N\Nc1ccc(C#N)cc1[N+](=O)[O-])c1ccc(C)o1	-0.5%	1.5%	0.3%	-5.2%	-2.1	0.2%	-10.9%	-17.9%	12.9%	2.3%	-1.1%
C=CCC[C@H](Cc1ccc(F)cc1)C(=O)O[C@H](CNC(=O)[C@@H](CC=C)CC(=O)N(CCO)Cc1ccccc1)c1ccccc1	-4.5%	?	-1.0%	4.1%	/	-1.2%	-12.6%	-71.5%	-41.0%	-30.0%	-4.8%
COc1ccc(NC(=O)c2ccccc2Oc2ccccc2)c(OC)c1	1.2%	-7.5%	-4.7%	-1.5%	17.3	-1.0%	0.1%	-3.4%	10.5%	-0.4%	-4.3%
CC(C)CNC(=O)C1CCCN(C(=O)NCc2ccccc2)C1 (configuration not stated)	0.4%	1.9%	-6.4%	1.1%	1.4	-0.2%	0.2%	-3.8%	?	11.0%	8.7%
c1ccc(CC2CCN(c3nc4ccccc4n4cnnc34)CC2)cc1	1.4%	-4.1%	0.4%	?	14.4	0.1%	-11.7%	0.6%	-1.0%	-28.3%	-22.2%
COc1ccc(C2=Nn3c(nnc3-c3ccccc3Cl)SC2)cc1OC1CCOC1 (configuration not stated)	3.8%	?	-6.6%	?	/	-0.5%	?	-19.2%	/	-2.5%	5.9%
O=C(COc1ccc2ccccc2c1Br)Nn1cnnc1	-0.1%	/	-3.4%	3.4%	0.0	-0.1%	1.4%	0.5%	34.4%	3.2%	1.2%
N#CC1(NC(=O)COC(=O)CN2C(=O)c3ccccc3C2=O)CCCCC1	0.0%	-0.2%	-0.2%	14.6%	-2.2	0.1%	0.1%	0.0%	17.0%	9.8%	1.4%
CC1CCc2c(nc3ncnn3c2N2CC(C)OC(C)C2)C1 (configuration not stated)	0.8%	0.9%	1.6%	-8.5%	-0.8	-0.2%	-4.1%	6.3%	-28.2%	-9.3%	1.9%

The list goes on:
SMILES	USP2a inh	uPA generation	PTAP TSG101 blk	p53 reactivation	TRPV1 ag	B2AR arrestin	ELG1 genotox	BRCA1 expr up	a7 integrin act	Eya2 phos inh	ASM inhibitor
COc1ccccc1/C=N/NC(=O)C(=O)N1CCN(c2ccccc2OC)CC1	-0.2%	-9.9%	-3.1%	1.1%	0.3	-0.4%	-1.1%	-4.9%	-16.9%	-15.8%	-3.1%
CCOc1ccc(OC(=O)NC(c2ccccc2)C(Cl)(Cl)Cl)cc1 (configuration not stated)	-1.0%	-5.5%	-0.6%	-1.1%	11.0	-0.5%	-5.3%	0.8%	-2.2%	4.0%	-0.4%
O=c1oc2c(CN3CCCCC3)c(O)ccc2c2c1CCCC2	-3.8%	0.7%	-14.9%	-0.7%	-4.5	-0.2%	-3.8%	6.5%	11.9%	-13.5%	i
CCOC(=O)c1nnn(CC(=O)Nc2cccc(F)c2)c1C(=O)OCC	1.5%	5.5%	0.3%	-1.6%	13.3	0.0%	3.4%	-17.1%	-27.4%	0.4%	1.1%
COCCCN(CC(=O)Nc1ccc(F)cc1)S(=O)(=O)c1cccs1	-6.7%	-5.7%	-5.4%	-6.8%	/	0.3%	-1.1%	12.8%	10.3%	0.0%	-11.2%
O=C(CCC1CCCC1)Nc1ccccc1-c1ccccc1	1.9%	-0.5%	-0.9%	5.5%	?	-0.1%	-1.0%	-20.0%	-9.1%	-3.8%	2.7%
Cc1cccnc1NC(=O)CNC(=O)c1ccccc1	-1.2%	-5.8%	-1.5%	/	-3.0	-0.3%	/	-19.2%	-36.3%	?	6.4%
O=C(COC(=O)c1cc([N+](=O)[O-])ccc1N1CCOCC1)Nc1ccc(Cl)cc1	3.7%	3.7%	0.8%	-14.2%	-3.8	-0.5%	-8.0%	-32.5%	-21.9%	-2.1%	/
O=C(COC(=O)/C=C/c1ccccc1F)Nc1nnc(-c2ccccc2)o1	0.3%	-3.3%	2.9%	4.7%	0.9	0.3%	-3.0%	-25.4%	-14.7%	-21.0%	-1.4%
CCOC(=O)C1CCN(C(=S)NC(=O)c2cccs2)CC1	1.9%	-1.9%	0.0%	1.8%	1.0	-0.2%	4.9%	31.7%	-31.5%	7.3%	4.0%
Cn1c(=O)c(C(=O)CCl)c(N)n(Cc2ccccc2)c1=O	-1.3%	-8.1%	-0.3%	-6.5%	-2.5	-0.4%	-2.5%	-6.6%	12.6%	-4.6%	-2.5%
CN(C(=O)COc1ccccc1)c1nc(-c2ccc(F)cc2)cs1	-1.7%	-1.6%	0.7%	3.9%	-0.8	-0.2%	3.9%	7.1%	2.8%	9.4%	-2.6%
Cn1c(Cn2nnc3ccccc32)nnc1SCC(=O)N1c2ccccc2CCc2ccccc21	-1.2%	-7.2%	-10.5%	0.2%	0.8	0.5%	-6.8%	-13.8%	-12.1%	5.9%	-2.8%
O=C(NCc1ccccn1)C1CCCCC1	1.5%	-3.8%	-0.6%	2.1%	4.3	-0.3%	0.8%	-0.4%	10.6%	-1.5%	2.4%
